# High-throughput results deposited in PubChem by several laboratories.
# RmlCD inh 1536: M. tuberculosis RmlC/RmlD coupled enzyme inhibitors, primary screen, biochemical, compound mixtures, 384-well, from 1536-well plates. dTDP-4-dehydrorhamnose reductase (Mycobacterium tuberculosis (strain ATCC 25618 / H37Rv)) …. RmlC+RmlD coupled enzyme assay, percent inhibition; primary screen in compound mixtures. inhibition, % at 3.6 µM. 160,000 tested, 0.03% active; in the data active = inhibition mostly above about 34%, no sharp cut-off; note: some results filed as inactive read as strong as hits
# Target sequence (P9WH09 whole entry, looked up): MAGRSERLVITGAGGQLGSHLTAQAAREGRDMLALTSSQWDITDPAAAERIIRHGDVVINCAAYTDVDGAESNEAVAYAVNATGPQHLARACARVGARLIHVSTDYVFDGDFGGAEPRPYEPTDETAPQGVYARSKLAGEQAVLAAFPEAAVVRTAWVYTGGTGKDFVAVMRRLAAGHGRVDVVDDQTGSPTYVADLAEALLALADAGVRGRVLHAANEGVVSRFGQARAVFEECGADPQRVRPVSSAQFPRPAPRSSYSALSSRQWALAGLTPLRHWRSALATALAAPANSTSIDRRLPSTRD
# Target sequence (P9WH11 whole entry, looked up): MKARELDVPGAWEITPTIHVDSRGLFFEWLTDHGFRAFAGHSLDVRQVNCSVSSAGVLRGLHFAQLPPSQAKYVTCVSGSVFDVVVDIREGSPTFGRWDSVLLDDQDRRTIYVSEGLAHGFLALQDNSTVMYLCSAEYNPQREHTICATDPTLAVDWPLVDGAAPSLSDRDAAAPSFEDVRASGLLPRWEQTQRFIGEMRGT
# M. tuberculosis GlmU: inhibition of mycobacterial GlmU enzyme – biochemical, glucosamine-1-phosphate acetyltransferase (AID 1376); Bifunctional protein GlmU (Mycobacterium tuberculosis (strain ATCC 25618 / H37Rv)); M. tuberculosis GlmU acetyltransferase enzyme assay; higher % means a stronger effect; inhibition, %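 (tested at 30 µM in the primary screen)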; hits with a dose series show IC50 in µM; 220,000 tested, 0.25% active; in the data active = inhibition above about 13%;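 note: 0% = complete reaction with vehicle and 100% = reaction without substrate; strong numbers were not always called active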
# Active calls of the source: *; . = not tested or not shown. These rows are one share of the data, so the mix of outcomes need not match the whole.
SMILES,RmlCD inh 1536,M. tuberculosis GlmU
CC1(C)C2CCC(C2)C1C/C=N/NC(N)=S (stereo unspecified),.,5.6%
COc1ccc(C2CC(c3cccc(C)c3)n3nc(N)nc3N2)cc1 (stereo unspecified),28,0.1%
COc1cc(-c2nnc(SCC(=O)c3ccccc3)o2)cc(OC)c1OC,-5,-1.1%
CC(c1ccccc1C(O)c1ccccc1)N(C)C (stereo unspecified),5,-2.5%
CCc1ccc(S(=O)(=O)NCc2ccc(N3CCN(C)CC3)cc2)cc1,.,1.8%
COCCN1Cc2cccc(C(=O)NC3CCCCCC3)c2C1=O,-1,2.7%
Cc1sc(NC(=O)c2ccco2)c(C(Nc2ccccn2)c2ccccc2)c1C (stereo unspecified),2,-0.6%
CCn1c(Cc2ccccc2)nnc1SCC(=O)Nc1cc(C)on1,.,0.0%
Cc1cc(NS(=O)(=O)c2ccc(NC(=O)CCc3ccccc3)cc2)no1,3,2.1%
Cc1ccc(Oc2ncnc(N)c2[N+](=O)[O-])cc1,-10,3.3%
COc1ccc(N2C(=O)NC3CC2(C)Oc2ccc(Cl)cc23)cc1OC (stereo unspecified),11,.
CC1=CN2C(=NC(=O)CC2(C)C(=O)N(CC(=O)NC2CCCC2)c2cc(C)cc(C)c2)C=C1 (stereo unspecified),10,-1.8%
CC(=O)N(Cc1c(C)nn(-c2ccccc2)c1Cl)c1ccc(Cl)cc1,-5,-3.0%
COc1ccc(C2=NOC(C)(c3nnc(-c4ccncc4)o3)C2)cc1 (stereo unspecified),.,1.6%
COCCNc1c2c(nc3c(-c4ccccc4)c(C)nn13)CCCC2,-5,1.3%

# Whole records as entered above:
# `COc1ccc(C2=NOC(C)(c3nnc(-c4ccncc4)o3)C2)cc1` (stereo unspecified) as listed: RmlCD inh 1536 = .; M. tuberculosis GlmU = 1.6%
# `CC(=O)N(Cc1c(C)nn(-c2ccccc2)c1Cl)c1ccc(Cl)cc1` as listed: RmlCD inh 1536 = -5; M. tuberculosis GlmU = -3.0%
# `Cc1cc(NS(=O)(=O)c2ccc(NC(=O)CCc3ccccc3)cc2)no1` as listed: RmlCD inh 1536 = 3; M. tuberculosis GlmU = 2.1%

# (cont.)
SMILES,RmlCD inh 1536,M. tuberculosis GlmU
N#Cc1c(NC(=O)c2ccccc2)sc2c1CCCCC2,.,8.0%
CCOc1ccc(NC(=O)CSc2nc3cccnc3n2CC)cc1,.,6.6%
COCCn1c(-c2ccc(OC)cc2)cnc1SCC(=O)Nc1ccc(OC)cc1OC,-2,4.9%
O=C1C=C(O)C(n2cncn2)C(c2ccc3c(c2)OCO3)C1 (stereo unspecified),17,2.2%
COC(=O)[C@H](CCSC)NC(=O)N1CCC(C)CC1,.,4.5%
COC(=O)c1nn(-c2ccc(F)cc2)ccc1=O,-4,-6.1%
CN(CC(=O)OCC(N)=O)S(=O)(=O)c1ccc(Cl)cc1,8,-1.9%
Cn1nnnc1SCC(=O)NCC(=O)c1ccccc1,3,5.2%
O=C(COc1ccccc1)N1CCN(S(=O)(=O)c2ccc(Cl)cc2)CC1,.,1.4%
COc1ccc2[nH]c(=O)c(CN(CCO)S(=O)(=O)c3c(C)ccc4nsnc34)cc2c1,.,0.8%
CCN1C(=O)N(CC)C2C1N(CO)C(=O)N2CO (stereo unspecified),6,1.9%
Nc1c(C(=O)NCc2ccc3c(c2)OCO3)nnn1Cc1cccc(F)c1,-8,-0.8%
COc1ccc(CC(=O)NN2C(=O)c3ccccc3C2=O)cc1,2,7.2%
O=C(Cc1csc(-c2ccccc2)n1)NCc1ccccc1F,-2,0.5%
O=C(CCNS(=O)(=O)c1cccc2nonc12)NCc1cccs1,-4,0.0%
COC(=O)c1c(-c2ccc(C)cc2)csc1NC(=O)c1c(-c2ccccc2)noc1C,.,-4.2%
COC(=O)c1ccc(C(=O)NN)cc1,-10,0.9%
O=S(=O)(CCc1nc2ccccc2o1)c1ccc2ccccc2c1,11,2.3%
Cc1c(NC(=S)N/C(=N/S(=O)(=O)c2ccc(Cl)cc2)c2ccccc2)c(=O)n(-c2ccccc2)n1C,9,-5.7%
COc1ccc(OC)c(NC(=O)CC2SC(=Nc3ccc(F)cc3)N(CCC3=CCCCC3)C2=O)c1 (stereo unspecified),3,-6.2%
CCOC(=O)NC(NCCc1ccccc1)(C(F)(F)F)C(F)(F)F,.,0.9%
Cc1sc(Cc2nc(O)cs2)nc1-c1ccccc1,-10,-0.3%
CCn1c(SCC(=O)NCC2CCCO2)nc2cc(S(=O)(=O)N3CCCCC3)ccc21 (stereo unspecified),.,-2.9%
CC(C)N(Cc1cnn(C)c1)Cc1nc(COc2ccccc2)no1,.,2.6%
CC(NC(=O)c1cc(COc2c(F)cccc2F)on1)c1cnn(-c2ccccc2)c1 (stereo unspecified),4,2.2%
Cc1cc(C)n(-c2ccc3cccc(NS(C)(=O)=O)c3n2)n1,0,-1.0%
C=CCn1c(Br)nc2c1c(=O)[nH]c(=O)n2C,11,3.3%
COCCn1nnnc1C(c1ccc2ncccc2c1)N1CCc2ccccc21 (stereo unspecified),-1,7.1%
Cc1cccc(C)c1NC(=O)NC1(C(=O)NCCN2CCOCC2)CCCCC1,2,4.3%
COc1cc(O)c(C(CC(=O)N2CCOCC2)c2cc(OC)c(OC)c(OC)c2)c(OC)c1 (stereo unspecified),.,3.1%

# As entered above.
# Value of Cn1nnnc1SCC(=O)NCC(=O)c1ccccc1 in RmlCD inh 1536: 3
# Value of O=C(Cc1csc(-c2ccccc2)n1)NCc1ccccc1F in M. tuberculosis GlmU: 0.5%

# The listing continues.
SMILES,RmlCD inh 1536,M. tuberculosis GlmU
CCC(=O)O/N=C(\N)c1ccc(Oc2cc(C)c(Cl)c(C)c2)c([N+](=O)[O-])c1,7,-2.4%
C(#Cc1ccc(C#CCN2CCCC2)cc1)CN1CCCC1,9,.
O=C1NC[C@H](Cc2ccccc2)N(CC2CCCCC2)C1=O,-11,6.8%
O=C(CCN1CCOCC1)NCC(=O)Nc1ccc(Br)cc1C(=O)c1ccccc1,.,8.6%
Cc1ccc(S(=O)(=O)/N=C2/NC(=O)/C(=C\c3ccco3)S2)cc1,-3,.
CCCC(=O)Nc1ccccc1NC(=O)C1CCCCC1,.,1.8%
Cc1ccc2c(c1)c1nnc(SCC(=O)N3CCCc4ccccc43)nc1n2CC(=O)O,35,2.9%
CCOC(=O)CCc1c(C)c(C#N)c2nc3ccccc3n2c1-n1ccnc1,.,-7.0%
O=C1N2CN(C(c3ccccc3)c3ccccc3)CN=C2SC1(CO)CO,.,3.9%
Cc1cccc(NC(=S)NC(=O)c2cc(-c3ccccc3)nc3ccccc23)c1,-4,-3.9%
O=C(Nc1nc2ccccc2c(=O)s1)c1ccco1,10,8.7%
CCN(CC)S(=O)(=O)c1ccc(OC)c(NC(=S)Nc2ccc(C)c(C)c2)c1,.,-0.1%
N#C/C(=C\Nc1ccc(Cl)cn1)S(=O)(=O)c1ccccn1,-10,3.5%
COc1ccc(-c2nsc3c(N4CCN(C(=O)c5ccco5)CC4)ncnc23)cc1,11,1.2%
O=C(Cn1nnc2ccccc21)N/N=C/c1ccco1,-8,-3.9%

# Part of the list above in another layout.
mol | RmlCD inh 1536 | M. tuberculosis GlmU
CCN(CC)S(=O)(=O)c1ccc(OC)c(NC(=S)Nc2ccc(C)c(C)c2)c1 | . | -0.1%
N#C/C(=C\Nc1ccc(Cl)cn1)S(=O)(=O)c1ccccn1 | -10 | 3.5%
COc1ccc(-c2nsc3c(N4CCN(C(=O)c5ccco5)CC4)ncnc23)cc1 | 11 | 1.2%

# The list goes on.
SMILES,RmlCD inh 1536,M. tuberculosis GlmU
O=S1(=O)NC(=NCc2ccco2)c2ccccc21,14,-3.1%
CCN(CC)C(=O)CSc1nnc(CNc2ccc(F)cc2)o1,16,-1.9%
C/C(=N\O)C(C)(C)Nc1cccc(Br)c1,6,0.7%
COc1ccc(S(=O)(=O)Cc2ccc(C(=O)N3CCN(c4ccccc4F)CC3)o2)cc1,.,2.5%
CC(C)(C)c1ccc(Oc2ncccc2NC(=O)c2cccs2)cc1,-9,6.9%
COc1cc(C2NC(=O)N(C)C3=C2C(=O)CCC3)cc(OC)c1OC (stereo unspecified),-2,6.4%
COc1ccc(-n2nc(C(=O)NCc3cc(OC)ccc3OC)c3c4ccccc4n(C)c3c2=O)cc1,0,-2.9%
Nc1nnc(SCC(=O)N2CCN(c3ccccc3)CC2)n1-c1ccccc1,8,2.2%
N#Cc1ccc(C23CC4(C2)[C@H](CN(CC2CCCCC2)[C@@H]4c2ccccc2)C3c2ccccc2)cc1 (stereo partly specified),.,-3.7%
O=C(Nc1ccccc1F)C1CCN(C(=O)Cc2ccccc2)CC1,10,15%*
O=C(CNC(=O)c1cccc(F)c1)N/N=C/c1cc(Br)ccc1OC(=O)/C=C/c1ccco1,-10,2.8%
CCN(CC(=O)Nc1cccc(OC)c1)C(=O)c1ccc(C)s1,-5,-1.3%
Cc1ccc(N2CCN(C(=S)c3ccc(-c4cccc([N+](=O)[O-])c4)o3)CC2)cc1,.,-2.7%
O=C1CCCN1CC#CCN1CCCC1,60,-2.0%
COc1ccc(S(=O)(=O)NCc2csc(-c3cccnc3)n2)cc1,8,0.7%
CCOC(=O)N1CCN(C(=O)c2ccc(Cl)c(S(=O)(=O)N3CCOCC3)c2)CC1,-9,7.8%
CCOc1ccccc1-n1c(SCC(N)=O)nnc1-c1ccccc1,.,3.4%
O=C(COc1ccccc1)NCCSCc1ccccc1Cl,.,1.9%
COc1cccc(CNC(=O)C2CCCN(S(=O)(=O)c3c(C)n[nH]c3C)C2)c1 (stereo unspecified),.,-4.1%
COc1ccccc1NS(=O)(=O)c1cc(NC(=O)c2ccccc2F)ccc1N1CCOCC1,-9,-3.6%
O=C(N/N=C/c1sc(N2CCOCC2)nc1-c1ccccc1)c1ccc(O)cc1,-8,4.7%
O=C(CNC(=O)/C(=C\c1ccccc1)NC(=O)c1ccc(Br)cc1)OCc1ccccc1,-13,-3.8%
Brc1ccccc1OCCCN1CCCCCC1,.,-6.6%
Cc1ccccc1N/C=C/C(=C(C#N)C#N)N(C)C,.,-1.6%
Cc1cccc(OCCCN2C(=O)C(=O)c3cc(C)ccc32)c1,-10,1.8%
CCc1nnc(NC=C2C(=O)OC(C)(C)OC2=O)s1,.,3.3%
O=C(Oc1cc(=O)oc2ccccc12)c1ccccc1,-1,3.1%
CC(=O)/C(C(=N)N1CCN(c2cccc(Cl)c2)CC1)=C(\C)O,0,0.5%
CCOC(=O)N1CCC(NC(=O)CCC(=O)N2CCOc3ccccc32)CC1,9,2.6%
Cc1ccc(C)c(N2CCN(C(=O)C3CCCN(S(=O)(=O)c4cnc[nH]4)C3)CC2)c1 (stereo unspecified),11,0.2%
CC(C)CNC(CC(=O)Nc1cccc([N+](=O)[O-])c1)C(=O)O (stereo unspecified),.,0.9%
c1ccc(C2OCCN3CCCCC23)cc1 (stereo unspecified),.,12%
NC(=O)c1ccc(NC(=O)c2cnc3ccccc3n2)cc1,-11,7.3%
Cc1ccccc1Cn1nnc(-c2cccc(C(=O)O)c2)n1,7,0.5%
COC(=O)c1ccc(-c2ccc(/C=N/N3C(=O)C4C5C=CC(C6CC56)C4C3=O)o2)cc1 (stereo unspecified),-12,1.4%
Cn1c(C(=O)NC2CCCCCC2)cc2c(=O)n(C)c3ccccc3c21,-9,-0.5%
C=CCNC(=O)C1CCN(c2ccc(S(=O)(=O)N3CCOCC3)cc2[N+](=O)[O-])CC1,.,1.6%
O=C(CCl)Nc1cccn2ncnc12,.,-1.8%
COc1ccc(CCNC(=O)CN(C)S(=O)(=O)c2cccs2)cc1OC,.,1.6%
O=c1[nH]c2ccccc2c(O)c1SCCO,.,-3.3%
Cc1ccc(-c2nc3cccnc3o2)cc1NC(=O)COc1ccc(Cl)cc1C,10,0.7%
COc1ccc(C(=O)Nc2cccc3cccnc23)cc1OC,9,2.1%
Cc1cccc(NCC(=O)NNC(=S)Nc2ccccc2)c1,3,3.2%
CCCSCCCNC(=O)Cn1cc2c(n1)CCCCC2,.,-2.1%
Cc1cc(C(=O)OCC(=O)Nc2cc(S(=O)(=O)N(C)C)ccc2Cl)c2ccccc2n1,-9,0.7%

# Laid out differently: entries from further up
molecule | RmlCD inh 1536 | M. tuberculosis GlmU
O=C(CCl)Nc1cccn2ncnc12 | . | -1.8%
COc1ccc(CCNC(=O)CN(C)S(=O)(=O)c2cccs2)cc1OC | . | 1.6%

# The list goes on:
SMILES,RmlCD inh 1536,M. tuberculosis GlmU
Cc1cnn(Cc2ccccc2)c1N,1,-0.2%
O=C1COc2ccc(C(=O)C[n+]3cccc(O)c3)cc2N1,-2,-3.3%
CC(Cc1cccs1)NC(=S)Nc1ccc(Cl)c(Cl)c1 (stereo unspecified),11,-3.0%
Cc1nn(Cc2ccccc2)c(C)c1C=C1C(=O)NC(=O)NC1=O,-9,1.1%
Cc1ccc(-c2nc(CS(=O)CC(=O)N3CCC4(CC3)OCCO4)c(C)o2)cc1 (stereo unspecified),-15,2.3%
CCC(CC)C(=O)c1c[nH]c(C(=O)NCc2ccccn2)c1,-2,2.5%
CSc1ccc(C(=O)C2CCCN(C)C2)cc1 (stereo unspecified),9,1.5%
COc1cc2c(cc1NC(=O)COC(=O)[C@@H](NC(=O)c1ccccc1)C(C)C)oc1ccccc12,-10,0.8%
O=C(NCCCN1CCCC1)c1ccc(Cn2c(=S)[nH]c3ccc(Br)cc3c2=O)cc1,0,-3.4%
CCCCc1nc2n[nH]c(N)c2c2c1CCC2,5,-3.6%
Cc1ccc(C)c(Sc2ccc(NC(=O)CCl)cc2)c1,-8,-2.7%
Cc1ccc(NC(=O)NC(=O)N(C(C)C)S(=O)(=O)c2ccc(C)cc2)cc1,-5,4.0%
O=C(c1cc(-c2ccc(F)cc2)on1)N1CCCC1,-9,.
Cc1ccccc1NC(=O)C(=O)NC(C)CCc1ccccc1 (stereo unspecified),-10,2.3%
